Screens (PubChem BioAssay)
M. tuberculosis GlmU: inhibition of mycobacterial GlmU enzyme – biochemical, glucosamine-1-phosphate acetyltransferase (AID 1376). M. tuberculosis GlmU acetyltransferase enzyme assay; higher % means a stronger effect. inhibition, %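 (tested at 30 µM in the primary screen)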; hits with a dose series show IC50 in µM. hit rate 0.25% among 220,000; in the data active means inhibition above about 13%;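 further: 0% = complete reaction with vehicle and 100% = reaction without substrate; strong numbers were not always called active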
RmlCD inh 1536: M. tuberculosis RmlC/RmlD inhibition. hit rate 0.03% among 160,000. RmlC+RmlD coupled enzyme assay, percent inhibition; primary screen in compound mixtures. P9WH09+P9WH11. inhibition, % at 3.6 µM; in the data active means inhibition mostly above about 34%, no sharp cut-off; further: some results filed as inactive read as strong as hits
Target sequence (P9WH09 whole entry, looked up): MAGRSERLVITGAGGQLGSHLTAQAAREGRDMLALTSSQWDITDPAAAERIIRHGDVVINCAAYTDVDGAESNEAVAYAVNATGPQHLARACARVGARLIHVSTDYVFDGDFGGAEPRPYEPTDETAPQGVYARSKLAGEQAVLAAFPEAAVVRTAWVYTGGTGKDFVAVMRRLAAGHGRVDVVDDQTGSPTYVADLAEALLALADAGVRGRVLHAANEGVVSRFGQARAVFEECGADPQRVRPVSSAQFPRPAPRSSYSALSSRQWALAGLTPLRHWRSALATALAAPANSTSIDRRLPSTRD
Target sequence (P9WH11 whole entry, looked up): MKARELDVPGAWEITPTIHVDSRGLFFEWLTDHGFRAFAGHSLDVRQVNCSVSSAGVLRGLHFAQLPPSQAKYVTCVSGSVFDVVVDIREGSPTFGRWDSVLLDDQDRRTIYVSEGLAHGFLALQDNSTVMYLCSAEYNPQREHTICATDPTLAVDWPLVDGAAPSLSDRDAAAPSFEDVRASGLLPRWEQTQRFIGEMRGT
* = called active by the depositor; . = no result given; & = joins results of further samples. Only part of the results is shown, so the mix of outcomes need not match the whole.

SMILES	M. tuberculosis GlmU	RmlCD inh 1536
Cc1nc(NNC(=O)c2ccccc2)cc(-c2ccccc2)n1	1.1%	5.4
O=C(CCCOc1ccccc1)N1CCN(c2ccccc2)CC1	2.2%	.
COCCn1c(SCC(=O)Nc2cccc(C(=O)OC)c2)nc2ccccc2c1=O	-2.7%	-6.1
CC(O)c1ccc(-n2cnnn2)cc1 (configuration not stated)	3.3%	.
Cc1ccccc1NC(=O)COC(=O)c1cccnc1	-1.4%	13.7
CC(C)(CO)NCc1ccc(Br)cc1	-4.6%	-9.4
CCCCSC(=S)NC1CCS(=O)(=O)C1 (configuration not stated)	6.8%	3.8
CCN(CC)CC(=O)c1ccc(-c2ccccc2)cc1	-1.9%	4.7
Cn1c(=O)c2c(nc(Sc3ncnn3CC(=O)NC3CCCCC3)n2C)n(C)c1=O	-0.8%	6.8
CCOc1ccc(C(CC(=O)O)NC(=O)c2ccco2)cc1 (configuration not stated)	-4.0%	-9.8
C/C(=N\NC(=O)C1(C)NC(C)(C)Cc2ccccc21)c1ccccc1 (configuration not stated)	-2.0%	10.2
CCN(CCCNC(=O)CN(C)S(=O)(=O)c1ccc2c(c1)CCC(=O)N2)c1cccc(C)c1	5.1%&-0.2%	.

Next part, starting with the last 4 of the part before.
SMILES	M. tuberculosis GlmU	RmlCD inh 1536
Cn1c(=O)c2c(nc(Sc3ncnn3CC(=O)NC3CCCCC3)n2C)n(C)c1=O	-0.8%	6.8
CCOc1ccc(C(CC(=O)O)NC(=O)c2ccco2)cc1 (configuration not stated)	-4.0%	-9.8
C/C(=N\NC(=O)C1(C)NC(C)(C)Cc2ccccc21)c1ccccc1 (configuration not stated)	-2.0%	10.2
CCN(CCCNC(=O)CN(C)S(=O)(=O)c1ccc2c(c1)CCC(=O)N2)c1cccc(C)c1	5.1%&-0.2%	.
O=C1c2ccccc2C(=O)c2[nH]cnc21	2.5%	-12.0
C=CCc1cccc(CNc2c(C)cc(C)cc2C)c1O	-1.6%	13.3
CCOc1cc2[nH]c(=O)n(CCC(=O)N3CCN(c4ccccc4OC)CC3)c(=O)c2cc1OCC	-0.6%	.
c1ccc(CCn2nnnc2CN2CCc3ccccc32)cc1	-4.8%	0.7
O=C(CNS(=O)(=O)c1ccccc1)Nc1ccc2c(c1)OCO2	2.4%	9.4
CCOc1ccccc1N(C(=O)c1ccco1)C(C(=O)NC1CCCC1)c1cccnc1 (configuration not stated)	-1.0%	-0.3
CCCCN(Cc1cc2cc(OC)ccc2[nH]c1=O)C(=O)c1ccccn1	6.4%	4.6
CCN(CC(=O)NCc1cccs1)c1ccc(S(=O)(=O)N2CCOCC2)cn1	-2.3%	5.3
Cc1cc(C(=O)CN2C(=O)NC3(CCCc4ccccc43)C2=O)c(C)n1C (configuration not stated)	-1.9%	.
Cn1cc(S(=O)(=O)N2CCN(c3ccc(F)cc3)CC2)c(=O)n(C)c1=O	0.7%	-8.0
O=C(Cc1ncc(C(F)(F)F)cc1Cl)NCCc1ccccn1	5.1%	22.4
CC(C)C[C@H](NC(=O)OC(C)(C)C)C(=O)N/N=C/c1ccc2nccnc2c1	2.3%	-0.2
CC(C)Cn1c(SCc2nnc(-c3cccs3)o2)nc(O)cc1=O	1.3%	.
Cc1cc(C)n(-c2nc(NCCN(C)C)c3c4c(sc3n2)COC(C)(C)C4)n1	-0.3%	-11.2
O=C(CSc1nc2nc(-c3cccs3)cc(C(F)(F)F)c2c(=O)[nH]1)NCc1ccco1	-3.9%&1.3%	2.2
Cc1ccc(NC(=O)/C=C/c2ccco2)nc1	-5.5%	.
CCc1c(C)c(C#N)c2nc3ccccc3n2c1N1CCN(c2cc(C)ccn2)CC1	.	11.2
CCOC(=O)C1=C2N(C)c3ccccc3N2CCC1=O	0.8%	.
COc1ccc(C2OC(=O)CC2C(=O)NCc2ccc(C)cc2)cc1OC (configuration not stated)	0.8%	-10.7
Cc1cccc(OCc2nnc(SCC(=O)N3CCN(c4ccccc4)CC3)o2)c1C	6.3%	.
O=C(CCCCn1c(=O)[nH]c2ccccc2c1=O)NCCC1=CCCCC1	1.2%	5.2
CCOc1ccc(NC(=S)NN(C)C(=S)Nc2ccc(OCC)cc2)cc1	5.2%	7.0
Cc1ccc2nsnc2c1S(=O)(=O)N1CCCC1	3.6%	.
CCOC(=O)C1(CC2CCCCO2)CCN(S(=O)(=O)c2ccc(OC)cc2)CC1 (configuration not stated)	-0.7%	.

Of the compounds above, four contain an aryl methoxy group.
SMILES	M. tuberculosis GlmU	RmlCD inh 1536
CCOc1cc2[nH]c(=O)n(CCC(=O)N3CCN(c4ccccc4OC)CC3)c(=O)c2cc1OCC	-0.6%	.
CCCCN(Cc1cc2cc(OC)ccc2[nH]c1=O)C(=O)c1ccccn1	6.4%	4.6
COc1ccc(C2OC(=O)CC2C(=O)NCc2ccc(C)cc2)cc1OC (configuration not stated)	0.8%	-10.7
CCOC(=O)C1(CC2CCCCO2)CCN(S(=O)(=O)c2ccc(OC)cc2)CC1 (configuration not stated)	-0.7%	.

More compounds:
SMILES	M. tuberculosis GlmU	RmlCD inh 1536
Cc1c(C(=O)NCCCN2CCCC2=O)oc2ccc(S(=O)(=O)N3CCOCC3)cc12	11.9%	10.2
CCc1nc(N)c(C#N)c(-c2cccn2C)c1C	-0.8%	.
CCOC(=O)CNC(=O)C1CCCc2c1[nH]c1ccc(Cl)cc21 (configuration not stated)	-5.3%	-10.7
Cc1cc(C(C)(C)C)nc2[nH]n(-c3ccccc3)c(=O)c12	2.9%	-5.0
Cc1cc(-c2nnc(CCC(=O)NC(C)c3cccc4ccccc34)o2)no1 (configuration not stated)	2.3%	11.0
COCCNC(=O)CNC(=O)c1nn(-c2ccc(OC)c(Cl)c2)c(=O)c2ccccc12	-7.6%	-0.2
C/C(=N\Nc1ccc(S(N)(=O)=O)cc1[N+](=O)[O-])c1ccccc1O	0.4%	-9.7
O=C(C1CCCN(S(=O)(=O)c2cccs2)C1)N1CCC(N2CCCCC2)CC1 (configuration not stated)	1.0%	-9.3
Cc1nnc2n1N=C(c1ccc3c(c1)NC(=O)CO3)CS2	3.0%	-5.5
CCCNC(=S)NC1CCCC1	-2.8%	.
COc1ccc(Nc2nnc(-c3ccc(O)cc3)c3ccccc23)cc1	8.1%	-14.7
CC(C)(C)N1C(=O)c2ccc(C(=O)O)cc2C1=O	0.3%	-9.3
O=C1c2ccccc2CC1(Cc1ccccc1)Cc1ccccc1	-4.4%	.
O=C(CCSc1ccccc1)NCC1CCCO1 (configuration not stated)	5.7%	7.5
CCOc1ccc(Br)cc1S(=O)(=O)Nc1cccc(S(=O)(=O)N(CC)CC)c1	-4.9%	4.5
Clc1ccc(C2=NOC(c3nnc(-c4ccccc4)o3)C2)cc1 (configuration not stated)	-2.0%	.
O=C(c1cc(C2CC2)on1)N1CCN(c2ccc(F)cc2)CC1	-3.6%	-7.2
COc1ccc(OC)c(N/C(C)=C/C(=O)c2ccc(Br)cc2)c1	0.0%	.
COCCn1nnnc1C(c1ccc(OC)c(OC)c1)N1CCc2ccccc21 (configuration not stated)	1.0%	-10.4
CCCc1ccc(-c2cc(C(=O)Nc3ccc([N+](=O)[O-])cn3)c3ccccc3n2)cc1	0.1%	14.0
O=C(CN1C(=O)C2(OCCO2)c2ccccc21)c1ccc(Br)cc1	2.7%	4.5
Cc1ccc(-c2ccc(SCC(=O)Nc3cc(C)on3)nn2)cc1	4.4%	-9.8
NC(=O)C[n+]1cccc(C(N)=O)c1	1.4%	6.5
CCOC(=O)C1=C(C)Nc2ccccc2N=C1NC(=O)Cc1ccc(Cl)c(Cl)c1	-6.0%	23.3

Of the compounds above, two contain a cyano group.
SMILES	M. tuberculosis GlmU	RmlCD inh 1536
CCc1c(C)c(C#N)c2nc3ccccc3n2c1N1CCN(c2cc(C)ccn2)CC1	.	11.2
CCc1nc(N)c(C#N)c(-c2cccn2C)c1C	-0.8%	.

Next section
SMILES	M. tuberculosis GlmU	RmlCD inh 1536
Cc1ccc(/C=N/NC(=O)CSc2nc3ccccc3c(=O)n2-c2ccccc2)s1	2.5%	.
Cc1cccc(NC(=S)NCCCN2CCOCC2)c1	2.4%	.
CCOC(=O)C1CCCN(Cc2cc(=O)oc3cc(C)c(C)cc23)C1 (configuration not stated)	-2.7%	10.6
S=C1NC2(CCCC2)Nc2ccccc21	3.0%	4.8
Cc1ccc(N/C(N)=N/c2nc3c(c(=O)[nH]2)CCCC3)c(C)c1	-3.3%	-6.8
S=C(NCCc1ccccc1)Nc1cccc2cnccc12	3.0%	-5.9
COc1ccc(/C=C/C(=O)c2ccccc2O)cc1CN1CCOCC1	-0.7%	-0.3
C/C(=N\NC(=O)CSc1nc(C)cc(C)n1)c1cccs1	3.1%	-0.8
CCOCC(=O)Nc1cc(OC)c(Cl)cc1OC	2.9%	-6.4
CC(C)(C)c1ccc(OCc2ccc(C(=O)N/N=C/c3ccc(O)c(O)c3)cc2)cc1	-0.4%	-1.5
CC(C)(C)c1ccc(C(=O)N/C(N)=N/c2nc3ccccc3o2)cc1	-8.4%	-11.3
CSc1ccccc1NC(=O)c1cc(C(C)C)on1	3.6%	53.3
COc1cc(OC)c(C(=O)Nc2ccccc2-c2ccccc2)cc1OC	1.4%	10.8
Cc1noc(C)c1COc1cccc(C(=O)OCC(=O)NC(=O)c2ccc(OC(F)F)cc2)c1	-4.3%	-8.3
CCCCOc1ccc(C(=O)NNC(=S)NC(=O)CC)cc1	0.1%	.
CCOC(=O)Cn1nnnc1CN(Cc1ccc(OC)cc1)Cc1cc2cc(CC)ccc2[nH]c1=O	12.2%	8.3
Cc1ccc(N/C(N)=N/c2nc(CSc3nnc(C)s3)cc(=O)[nH]2)c(C)c1	-3.1%	.
NS(=O)(=O)c1ccc(NC(=O)CSC2=NC(=O)C(c3ccccc3)C(=O)N2)cc1 (configuration not stated)	-1.8%	0.2
CCCOC(=O)CC1C(=O)NCCN1C(=O)OC(C)(C)C (configuration not stated)	-10.2%	-2.0
CC(C)N(C(=O)C[n+]1ccc(/C=N/O)cc1)C(C)C	6.6%	.
CN(CC(=O)Nc1ccccc1C(F)(F)F)C(=O)COc1ncnc2sccc12	1.6%	11.7
O=C1C(=O)N(CCN2CCOCC2)C(c2ccccn2)/C1=C(/O)c1ccccc1 (configuration not stated)	-1.7%	.
CCCCCOC(=O)Cn1c(=O)oc2ccccc21	3.9%	17.4
CC(C)(C)C(=O)NNC(=O)COc1ccc2ccccc2c1Br	0.3%	-6.7
CCC(C)(C)n1c(=O)[nH]c2c(c1=O)CCC2	5.9%	-4.7
O=C(CC1(O)C(=O)Nc2ccc(Br)cc21)c1ccc2c(c1)OCO2 (configuration not stated)	-1.7%	-6.9
O=C(NC1CCS(=O)(=O)C1)C12CC3CC(CC(C3)C1)C2 (configuration not stated)	-4.2%	21.9
Cc1cc(C)nc(NS(=O)(=O)c2ccc(NC(=O)C3COc4ccccc4O3)cc2)n1 (configuration not stated)	-3.3%	.
C=CCC1Cc2c(cccc2[N+](=O)[O-])C(CC=C)N1 (configuration not stated)	2.5%	4.0
COC(C(=O)N/N=C(\C)CC(=O)Nc1ccc(N(C)C)cc1)c1ccccc1 (configuration not stated)	1.4%	3.4
Cc1ccc(C(=O)Nc2ccc(C(=O)O)cc2)cc1S(=O)(=O)Nc1cccc([N+](=O)[O-])c1	3.2%	11.4
CCOCCn1c(SCCc2ccccc2)nc2c1c(=O)[nH]c(=O)n2C	1.8%	5.3
CCC(C)N=C1SCC(C)(/C=N/O)S1 (configuration not stated)	-0.5%	.
Cc1cccc(SCc2noc(C(=O)NCC3CCCO3)c2C(=O)O)c1 (configuration not stated)	-0.7%	.
Cc1c(C(=O)NN)[nH]c2ccc([N+](=O)[O-])cc12	4.0%	-0.5
CCC(=O)N1CCN=C1SCc1ccc(Cl)cc1	0.4%	-5.5
O=C1OC(c2ccccc2)/C(=C(/O)c2ccccc2)C1=O (configuration not stated)	-1.1%	8.9
CC(=NCCCn1ccnc1)C1=C(O)c2ccccc2C1=O	6.7%	0.8
Cc1ccccc1-c1noc(-c2ccccc2C(=O)O)n1	5.5%	8.4
CC1(C)C(=O)OC(c2cc(Br)ccc2O)C(C)(C)C1=O (configuration not stated)	1.1%	-29.0
O=C(O)CC/C(=C\c1cc([N+](=O)[O-])ccc1Cl)c1nc2ccccc2s1	5.7%	2.4
O=C1CC(c2cccnc2)=NN1c1ccccc1	4.3%	6.4
O=C(Nc1ccc(O)c2c(=O)cc(-c3cccc(Cl)c3)oc12)c1ccc(F)cc1	-1.6%	14.4
CC(C)(C)NC(=O)NC(=O)CN1CCCc2ccccc21	-0.3%	.
Cc1cc(C(=O)NN=C(Cc2ccccc2)Cc2ccccc2)c(C)o1	-2.8%	-9.1
Cc1cc(-c2ccc3ccccc3c2)n2ncnc2n1	-2.2%	4.5
CCn1c(=O)c2cc(C(=O)N3CCOCC3)sc2c2ccccc21	0.3%	19.3
COc1ccccc1C(c1nnnn1C1CCCC1)N1CCN2CCCC2C1 (configuration not stated)	1.7%	-10.3
O=C(CSc1nnc(SCc2ccc(Cl)cc2)s1)c1ccc2c(c1)OCO2	3.7%	-1.9
Cc1ccc(NS(=O)(=O)c2cc(C(=O)N3CCOCC3)ccc2C)cc1C	-5.6%	-9.4
CC(=O)Nc1cccc(C(=O)/C=C/c2ccc(Br)cc2)c1	1.7%	-10.0
COc1ccc(CCNC(=O)COC(=O)/C=C/c2ccc(OCC#N)c(OC)c2)cc1	-4.8%	3.1
COc1ccc(CN(Cc2ccccn2)C(=O)CN2C(=O)COc3ccccc32)cc1	2.3%	.
N/C(COc1cccc(Cl)c1)=N\NS(=O)(=O)c1ccccc1	-1.9%	-6.2
Cc1ccc(C)c(S(=O)(=O)C(C#N)c2nc3ccccc3nc2N2CCOCC2)c1 (configuration not stated)	3.7%	-9.0
COc1ccc(NC(=O)CSCCc2ccccn2)cc1OC	-5.4%	.
Cc1ccc(NC(=O)CCCCCNS(=O)(=O)c2ccc(C)cc2)cc1	1.1%	-10.2
Cc1c(N(C(=O)CNC(=O)c2ccccc2)C2(C(=O)NC3CCCC3)CCCCC2)c(=O)n(-c2ccccc2)n1C	0.0%	-8.3
Cc1cc(C)n2nc(Cc3ccccc3)nc2n1	0.0%	-14.8
